GCN5L2 inh: inhibitors of human GCN5L2 histone acetyltransferase; GCN5L2 HAT assay, ThioGlo1 CoA-SH fluorescence; AID 504327; Q92830; hit rate 0.21% among 390,000; Potency, µM (doses to about 58.9 µM), without a hit: top-dose activity change, negative = inhibition, usual class: inhibitors
Target sequence (Q92830 whole entry, looked up): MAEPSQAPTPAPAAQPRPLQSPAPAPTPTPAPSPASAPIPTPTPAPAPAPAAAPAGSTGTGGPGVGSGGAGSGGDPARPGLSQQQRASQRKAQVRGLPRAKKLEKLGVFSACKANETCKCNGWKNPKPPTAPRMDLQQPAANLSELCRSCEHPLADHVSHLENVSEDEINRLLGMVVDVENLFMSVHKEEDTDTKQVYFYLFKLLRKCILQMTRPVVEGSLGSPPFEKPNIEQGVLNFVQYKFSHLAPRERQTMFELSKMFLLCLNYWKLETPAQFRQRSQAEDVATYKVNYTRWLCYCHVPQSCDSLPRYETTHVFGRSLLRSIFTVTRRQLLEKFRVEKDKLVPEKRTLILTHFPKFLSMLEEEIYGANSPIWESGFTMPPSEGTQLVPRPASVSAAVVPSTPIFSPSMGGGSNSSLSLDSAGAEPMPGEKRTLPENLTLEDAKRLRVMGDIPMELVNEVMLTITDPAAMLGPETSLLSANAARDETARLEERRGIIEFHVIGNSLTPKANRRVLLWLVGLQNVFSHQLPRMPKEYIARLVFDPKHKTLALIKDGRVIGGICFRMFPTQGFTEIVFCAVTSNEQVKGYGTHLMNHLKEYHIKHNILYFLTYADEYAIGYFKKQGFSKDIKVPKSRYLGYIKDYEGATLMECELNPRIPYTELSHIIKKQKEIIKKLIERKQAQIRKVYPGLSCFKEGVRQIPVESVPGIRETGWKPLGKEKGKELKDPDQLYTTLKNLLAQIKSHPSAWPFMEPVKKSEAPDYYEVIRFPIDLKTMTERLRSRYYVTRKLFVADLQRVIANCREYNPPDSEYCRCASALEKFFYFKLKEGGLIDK
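GCN5L2 (20 nM) in 50mM HEPES pH 7.5, 0.1mM EDTA, 0.01% Tween-20 preincubated 15 min with compounds at room temperature. Reaction started with H3(1-25) 75uM, acetyl-CoA 70uM, ThioGlo1 50uM; CoA-thiol fluorescence (Ex340/Em540) read at 0 and 20 min.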
TDP1 cell noCPT: qHTS for Inhibitors of human tyrosyl-DNA phosphodiesterase 1 (TDP1): qHTS in cells in absence of CPT; DT40 Tdp1-/- hTDP1 cells, no CPT, ATP luminescence, 48 h; Potency, µM (doses to about 46.2 µM), without a hit: at the top dose activity change, negative = growth inhibition, most hits filed as inhibitors; hit rate 15% among 420,000; further: nearly all actives have a fitted effect of over 55% in size
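Readout: luminescence from CellTiter-Glo after 30 min in the dark at RT. Cells: DT40 Tdp1-/- with stable hTDP1, 400/well. Exposure: compounds alone, ≥48 hr, 37 °C.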
TDP1 block: inhibitors of human tyrosyl-DNA phosphodiesterase TDP1; Q9NUW8; recombinant TDP1, AlphaScreen DNA substrate cleavage; Potency, µM (top dose mostly 130 µM), for inactives: at the highest dose activity change, negative = inhibition, most hits filed as inhibitors; hit rate 0.28% among 350,000; AID 485290; further: nearly all actives have a fitted effect of over 40% in size
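E. coli-derived human Tdp1, 1 nM final. Cpd preinc 15 min RT; substrate 15 nM final, 5 min RT; AS bead mix 10 ug/ml final, 10 min RT. Signal loss = tyrosine-FITC cleavage. No-enzyme wells = max signal.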
An asterisk follows results filed as active; ? = inconclusive; . = not tested or not shown; & = joins results of further samples; [ ] = dose if it differs, or a comment. The call rests on the fitted dose curve; in most records, active means well fitted curve in the direction sought with a large enough effect; inconclusive means small, poorly fitted or top-dose-only effect, or another doubt; inactive means no such curve, though single readings can be large; an effect the other way counts as inactive or inconclusive. On the % scale 0 is the no-effect control and ±100 the full control effect; potency means the concentration at half of the fitted maximal effect.

compound,GCN5L2 inh,TDP1 cell noCPT,TDP1 block
O=C(C[n+]1ccc(C(=O)NCc2ccccc2)cc1)c1ccc(OC(F)F)cc1,-8%,-1%,5%
COc1ccccc1C(=O)Nc1ccc(S(=O)(=O)N2CCc3ccccc32)cc1,-9%,21µM*,7%
COc1ccccc1NC(=O)Nc1nnc(Cc2ccccc2F)s1,-19%,?,.
CSc1ncccc1C(=O)Nc1ncc(C)s1,-4%,-8%,.
Cc1ccc(OCc2cc(C(=O)NCc3ccc(OC(F)(F)F)cc3)no2)cn1,-8%,?,1%
O=C(N/N=C/c1ccc(F)cc1)c1sccc1OCc1ccc(F)cc1,-7%,18µM*,7%
CCN(CCCNC(=O)c1c(C)cc(=O)oc1C)c1ccccc1,2%,?,6%
CCOc1ccc(C2=Nn3c(nnc3-c3ccccc3OC)SC2)cc1,0%,0.18µM*,6%
COCCNc1nc(NCc2ccccc2)c2cnn(C)c2n1,3%,?,0%
CCOc1cccc(/C=N/NC(=O)c2cc(C3CC3)[nH]n2)c1O,-2%,23µM*,0%
C[C@H](NC(=O)C1CCN(S(=O)(=O)c2ccccc2)CC1)C(=O)NCc1ccccc1,-14%,2%,5%
CC(C)(C)n1nnnc1C(c1cccnc1)N1CCN(C2CCCCC2)CC1 (centres undefined),-2%,2%,5%
CC(=O)N1CCc2cc(Br)cc(S(=O)(=O)N3CCc4ccccc43)c21,-8%,?,0%
Cc1ccc(NC(=O)c2cncc(Br)c2)c(O)c1,3%,?,5%
Cc1cc(Br)ccc1NC(=O)c1ccco1,-22%,-17%,.
O=C1Nc2ccccc2C1=Nc1ccc(S(=O)(=O)Nc2nccs2)cc1,-1%,-7%,-9%
Cc1c(NC(=O)CSc2nnc(Nc3ccccc3)s2)c(=O)n(-c2ccccc2)n1C,-3%,-25%,3%
CC(=O)N1CCN(C(=O)c2ccc3oc(CCCc4ccccc4)nc3c2)CC1,-6%,-6%,3%
O=C(Nc1nnc(S(=O)(=O)N2CCN(c3ccc(F)cc3)CC2)s1)c1ccco1,?,?,4%
Cc1ccc(NC(=O)Nc2nnc(-c3ccncc3)s2)cc1C,-5%,13µM*,-6%
C=CCn1c(-c2ccccc2OC)n[nH]c1=S,-3%,-4%,0%
O=C(Nc1nc2c(s1)CN(Cc1ccccc1)CC2)c1c(F)cccc1F,-3%,?,5%
COc1ccc2c(c1)c1c(c(=O)n(-c3cccc(C)c3)c(=O)n1CC(=O)Nc1c(C)cc(C)cc1C)n2C,-6%,-14%,3%
COc1ccc(CCNC(=O)C2=COCCO2)cc1,-2%,3%,-1%
CCCCNC(=O)CCCCCNS(=O)(=O)c1ccc(OC)cc1,-14%,-5%,0%
CC(C)(C)C(=O)COC(=O)c1cc2ccccc2cc1O,3%,-15%,0%
Cc1nn(-c2ccccc2)c(Cl)c1C1C(C#N)=C(N)OC2=C1C(=O)CCC2 (centres undefined),-15%,-26%,7%
Cc1cc(NC(=O)CSCC(=O)N(C)Cc2c(F)cccc2Cl)no1,3%,-4%,6%
CCn1c(COc2ccccc2)nc2ccccc21,-2%,-25%,2%
Cc1cccc(-c2noc(-c3cccnc3NCc3ccc(Cl)cc3)n2)c1,-13%,-23%,11%
O=C(c1cc(Cl)nc2ccccc12)N1CCN(S(=O)(=O)c2ccccc2[N+](=O)[O-])CC1,-7%,?,5%
COc1cc(/C=N/O)ccc1Oc1cnccn1,-2%,-3%,.
O=C(CN1CCCC1)NCc1ccccc1,-10%,27%,.
Cc1ccc(S(=O)(=O)/N=S(\C)C(C)C)cc1 (centres undefined),-1%,-14%,0%
COC(=O)C1CCN(C(=O)COc2ccc(S(=O)(=O)N3CCOCC3)cc2Cl)CC1,-3%,-4%,1%
COC(=O)CCCCCCCCCC[N+]1(C)CCCCC1,-6%,-29%,2%
CCOc1ccc(/C=N/Nc2ccc(Cl)nn2)c(O)c1,-1%,0.58µM*,-1%
O=C1CCC([N+](=O)[O-])C(c2ccccc2C(F)(F)F)N1 (centres undefined),21%,-1%,.
Clc1ccccc1-c1nnc(-c2ccccc2Cl)o1,-2%,-12%,-6%
Cc1ccc(NC(=O)COc2ccc(Br)cn2)cc1,-10%,-1%,3%
COC(=O)c1ccccc1NC(=O)c1nc(SCc2ccccc2C)ncc1Cl,0%,1%,5%
O=C(COC(=O)/C=C/c1ccc(F)cc1)NC1CC1,1%,-14%,-2%
CN1CCN(c2ccccc2NC(=O)c2ccc(-c3ccc(Cl)cc3Cl)o2)CC1,?,23µM*,12%
CC1CN(CC(=O)NN=C(c2ccccc2)c2ccccc2)CC(C)O1 (centres undefined),-3%,-14%,.
Cn1c(=O)c(Oc2ccc(F)cc2)c(O)c2ccccc21,-6%,-8%,3%

Next part; it opens with the 4 that closed the last part.
compound,GCN5L2 inh,TDP1 cell noCPT,TDP1 block
O=C(COC(=O)/C=C/c1ccc(F)cc1)NC1CC1,1%,-14%,-2%
CN1CCN(c2ccccc2NC(=O)c2ccc(-c3ccc(Cl)cc3Cl)o2)CC1,?,23µM*,12%
CC1CN(CC(=O)NN=C(c2ccccc2)c2ccccc2)CC(C)O1 (centres undefined),-3%,-14%,.
Cn1c(=O)c(Oc2ccc(F)cc2)c(O)c2ccccc21,-6%,-8%,3%
COCC(=O)N1CCC2(CC1)CCN(c1ccc(-c3ccccc3)cc1)CC2,-5%,0.21µM*,.
CC(C)NC(=O)c1ccccc1-c1ccccc1,-1%,-1%,3%
CC(C)NC(=O)CSCc1c(F)cccc1Cl,1%,16%,3%
CC(O)(CS(=O)(=O)Cc1ccccc1)C(=O)Nc1ccc(C(F)(F)F)cc1 (centres undefined),20%,-20%,3%
COc1ccc(C(=O)NCCOc2cccc(OC)c2)cc1,6%,?,0%
COc1ccc(CC(=O)OCC(=O)N2CCN(S(=O)(=O)c3ccc(C)cc3C)CC2)cc1,-10%,4%,1%
COC(=O)[C@]1(C)N[C@H](CN(C)C(=O)Nc2ccc(Cl)cc2)[C@@H]2C(=O)N(Cc3ccccc3)C(=O)[C@@H]21,0%,?,3%
Cc1c(-c2cccc(Cl)c2)nc2ccccc2c1C(=O)OCC(=O)N(C)C1CCS(=O)(=O)C1 (centres undefined),-3%,-18%,6%
CS(=O)(=O)Nc1ccccc1C(=O)O,-15%,4%,5%
COc1ccc(-c2csc(NC(=O)c3cccc(S(=O)(=O)N4CCN(C)CC4)c3)n2)cc1,4%,?,-5%
COc1ccc(C2/C=C\CC(OCc3ccccc3)CC(=O)N2Cc2cccc(F)c2)cc1 (centres undefined),-11%&6%,21µM*,1%[56.1 µM]
CCCCN(C)C1CCN(C(=S)Nc2cccc(OC)c2)CC1,-2%,-6%,0%
Cc1ccc(Oc2c(F)c(F)nc(N3CCCC3)c2F)cc1,-3%,-4%,1%
CCc1ccc(NC(=O)CSc2nc3ncc(Br)cc3[nH]2)cc1,-8%,-15%,-3%
Cc1cc(OC(C)C(=O)NCC2CCCO2)cc(C)c1Cl (centres undefined),-24%,-8%,0%

Next part
Values in the order: GCN5L2 inh, TDP1 cell noCPT, TDP1 block
O=S(=O)(c1ccc(Cl)cc1)N1CCN(c2nc(-c3cccs3)nc3ccccc23)CC1
  -6%, ?, 3%&1%&-1%
O=C(N[C@@H](c1ccccc1)[C@H](O)c1ccccc1)[C@@H]1CCCN1C(=O)OCc1ccccc1
  ., -13%, 10%
CC(C)c1ccc(CNC(=O)c2ccc(N3CCCC3)c(NC(=O)NCc3ccc(F)cc3)c2)cc1
  13%, ?, 6%
COCCn1c(SCc2ccccc2F)nc2c([nH]c3ccccc32)c1=O
  -7%, ?, 1%
COc1ccccc1NS(=O)(=O)c1cc(NC(=O)c2ccc(=O)[nH]c2)ccc1N1CCOCC1
  -1%, 16µM*, 5%
Nc1nc(=S)n(-c2ccccc2)[nH]1
  ?, 2%, 7%
CCn1ncc(Br)c1C(=O)Nc1ccc(-c2ccno2)cc1
  -13%, 1%, -1%
O=C(CCSc1ccc(Br)cc1)c1ccc(O)cc1
  -1%, 4.1µM*, .
Cc1ccc(N(CC(=O)NCc2ccc3c(c2)OCO3)S(C)(=O)=O)cc1
  -1%, -13%, -3%
Cc1nn(C(=O)c2ccccc2)c(C)c1S(=O)(=O)N1CCCCCC1
  -11%, -24%, 4%
CCN(CC)C(=O)CNC(=S)N(CCCN1CCOCC1)Cc1cccs1
  -2%, -3%, 3%
COC(=O)c1cccc(CSc2nc(-c3ccccc3)c(C#N)c(=O)[nH]2)c1
  -6%, 10%, .
O=C(/C=C/c1ccccc1Cl)Nc1ccc(S(=O)(=O)Nc2ncccn2)cc1
  -8%, -4%, 5%
COc1ccc(OC2C(=O)N(c3ccc(F)cc3)C2c2ccc(OC)c(OC)c2)cc1 (centres undefined)
  -10%, -23%, 4%
CCCCN1CCC[C@@H]1CNC(=O)c1cc(C#N)c2ccccc2c1OC
  -10%, ?, -12%[56.1 µM]
COc1ccccc1CNC(=O)CCc1c(C)nc2cc(-c3ccccc3OC)nn2c1C
  ?, ?, 2%
O=C(O)CC(NC(=S)NCc1ccccc1)C(=O)O (centres undefined)
  83%[activator], ?, 3%
COCC(C)NC(=O)c1cc(-c2cccc(OC)c2)on1 (centres undefined)
  0%, -4%, 4%
O=C(O)c1cccnc1SCc1ccccc1Cl
  -26%, -5%, -4%
COC(=O)c1ccc(/C=N\NC(=O)c2ccc(C)cc2Cl)cc1
  -7%, -19%, 6%
C[C@H](CO)N1C[C@H](C)[C@@H](CN(C)Cc2ccc(-c3ccccc3)cc2)Oc2c(NC(=O)Nc3ccc(C(F)(F)F)cc3)cccc2C1=O
  -1%, ?, -12%
COCCNC(=O)C(C)N(c1ccc(Oc2ccccc2)cc1)S(C)(=O)=O (centres undefined)
  0%, -23%, 3%
O=c1c2c3nc4ccccc4nc3n(/N=C/c3ccccn3)c2ncn1-c1ccccc1
  8%, ?, 1%
CCOC(=O)c1c2c3c(cccc3[nH]c1=O)C(=O)c1ccccc1-2
  1%, -2%, 3%
COc1ccc(N2C(=O)Cc3c2nc(N)c(C#N)c3N)cc1
  -13%, 4%, 3%
CCc1ccc(C(=O)NNC(=O)c2cccc(S(=O)(=O)N3CCN(C)CC3)c2)cc1
  1%, -14%, 5%
CCOc1ccc(-c2nn(CC(=O)NC3CCCC3)c3c2cnc2ccc(F)cc23)cc1
  3%, 7%, 6%
Cc1c(Cl)cccc1NC(=O)CCN1CCOCC1
  1%, -2%, .
O=c1cc(O)c2sc(Nc3cccc(C(F)(F)F)c3)nc2[nH]1
  2%, 7.3µM*, -2%
COc1cc(NC(=O)c2noc3c2CCC3)c(OC)cc1Cl
  -14%, -27%, 9%

Compound profiles, as listed above. Order of screens: GCN5L2 inh, TDP1 cell noCPT, TDP1 block
O=C(N[C@@H](c1ccccc1)[C@H](O)c1ccccc1)[C@@H]1CCCN1C(=O)OCc1ccccc1 is entered as ., -13%, 10%
O=C(CCSc1ccc(Br)cc1)c1ccc(O)cc1 is entered as -1%, 4.1µM*, .

(further entries)
Values in the order: GCN5L2 inh, TDP1 cell noCPT, TDP1 block
Cc1ccc(S(=O)(=O)N2CCOCC2)cc1C(=O)Nc1nc(-c2cccnc2)cs1
  -7%, ?, 3%
CC1(C)CC(=O)C2=C(C1)OC(N)=C(C#N)C2Cc1ccccc1 (centres undefined)
  -12%, -4%, 3%
Cc1cccc(N2C(=O)c3ccccc3C2=O)n1
  -2%, 3%, .
O=C(/C=C/c1ccc([N+](=O)[O-])cc1)Nc1cccnc1
  -18%, ?, -6%
CCCc1c(O)nc(SCC(=O)N2CCCCC2)[nH]c1=O
  -11%, -8%, .
CCC(C)NCC(=O)Nc1ccc(-c2nc3cc(NC(=O)CNC(C)CC)ccc3o2)cc1 (centres undefined)
  -3%, 7.3µM*, -2%
COc1ccc(C(=O)OCC(=O)NC2CC2)cc1S(=O)(=O)N(C)Cc1ccccc1
  1%, -4%, 2%
O=C(NC1(Cc2ccccc2)CCN(CCCc2ccccc2)C1=O)c1ccccc1 (centres undefined)
  0%, 1.2µM*, 0%
Cc1ccc2c(=O)c(C(=O)c3cccc(Cl)c3)cn(CC(=O)NCc3ccccc3)c2n1
  -6%, -26%, -1%
N#Cc1ccccc1OCC(=O)NCC1(N2CCCCC2)CCCCC1
  0%, -30%, 3%
CN1CCN(c2ccccc2NC(=O)c2ccc(F)cc2)CC1
  2%, 32%[activator], 1%
Cc1ccc(C)c(S(=O)(=O)N2CCCCC2CCNC(=O)C(=O)NCc2cccnc2)c1 (centres undefined)
  -3%, ?, 0%
O=C(Cn1cnc([N+](=O)[O-])n1)c1ccc(O)c(O)c1
  -11%, -10%, .

A portion of the library; rates above refer to the full screens.
